GPR151 ag: activators of human GPR151. Q8TDV0. PathHunter beta-arrestin GPR151 cells, luminescence. activation, % at 11.2 µM. 650,000 compounds, 1% hits. AID 1508602; in the data active = activation above about 4.9%;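 note: 0% = median of compound wells and 100% = cells with positive control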
Target sequence (Q8TDV0 whole entry, looked up): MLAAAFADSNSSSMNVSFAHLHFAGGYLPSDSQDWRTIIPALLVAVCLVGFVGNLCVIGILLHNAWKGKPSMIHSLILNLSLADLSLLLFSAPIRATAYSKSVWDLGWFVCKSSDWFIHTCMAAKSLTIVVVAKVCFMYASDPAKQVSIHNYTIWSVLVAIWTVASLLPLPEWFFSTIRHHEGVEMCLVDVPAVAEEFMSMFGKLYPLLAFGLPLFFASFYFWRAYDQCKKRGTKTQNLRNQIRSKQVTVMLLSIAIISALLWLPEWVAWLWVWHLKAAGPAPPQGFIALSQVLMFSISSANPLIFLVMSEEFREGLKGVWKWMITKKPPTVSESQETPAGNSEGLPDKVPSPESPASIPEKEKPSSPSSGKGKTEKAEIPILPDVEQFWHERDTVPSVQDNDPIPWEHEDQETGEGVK
MITF inh: blocks human microphthalmia-associated transcription factor; O75030; AlphaScreen MITF homodimerization, bead proximity signal; inhibition, % at 2.6 µM; 650,000 compounds, 0.91% hits; in the data active = inhibition above about 50%;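 note: 0% = vehicle wells with protein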
Target sequence (O75030 whole entry, looked up): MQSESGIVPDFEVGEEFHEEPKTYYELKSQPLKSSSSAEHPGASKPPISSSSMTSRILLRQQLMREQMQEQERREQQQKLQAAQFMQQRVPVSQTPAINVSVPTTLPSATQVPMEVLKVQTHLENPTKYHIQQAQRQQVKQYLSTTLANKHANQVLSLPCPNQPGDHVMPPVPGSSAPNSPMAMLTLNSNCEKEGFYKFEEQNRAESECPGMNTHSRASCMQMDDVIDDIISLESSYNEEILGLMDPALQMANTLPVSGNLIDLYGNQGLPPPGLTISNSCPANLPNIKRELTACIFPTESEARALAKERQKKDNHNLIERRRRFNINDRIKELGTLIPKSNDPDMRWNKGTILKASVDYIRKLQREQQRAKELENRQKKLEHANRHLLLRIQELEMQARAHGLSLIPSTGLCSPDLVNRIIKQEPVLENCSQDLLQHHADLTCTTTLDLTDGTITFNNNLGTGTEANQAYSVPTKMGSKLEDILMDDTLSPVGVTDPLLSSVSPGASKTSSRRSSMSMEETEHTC
FBW7 activator: human FBW7 E3 ligase activation, primary screen | 650,000 compounds, 0.13% hits | Q969H0 | AlphaScreen FBW7–phospho-cyclin E peptide binding, activator screen | normalized activity (activation), % at 26.1 µM; in the data active = normalized activity above about 1.9%;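 note: purified mutant Fbw7 with reduced substrate affinity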
TEAD-YAP block: TEAD-YAP interaction inhibition; inhibition, % at 9.12 µM; AID 1259422; HEK-TIYL cells, TEAD-Gal4/YAP UAS-luciferase luminescence; 640,000 compounds, 1.4% hits; in the data active = inhibition above about 32%;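 note: 0% = median of test compound wells and 100% = reference inhibitor wells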
Active calls of the source: *; · = not tested or not shown.

SMILES,GPR151 ag,MITF inh,FBW7 activator,TEAD-YAP block
CC(=O)Nc1ncc(CN2CCCCC2)s1,-1.1,-3,0.0,20
COCCNc1nc(SCc2ccncc2)nc2ccccc12,-1.3,12,0.1,-9
CCn1c(Cc2ccc(OC)cc2)nnc1SCC(=O)Nc1cccc(SC)c1,0.2,3,0.1,3
COc1ccc(CCNc2nc(NCc3cccnc3)nc3cc(OC)c(OC)cc23)cc1,-2.7,5,0.0,16
CCOC(=O)c1ccc(OCC2c3cc(OC)c(OC)cc3CCN2C(=O)c2ccc(C)c(C)c2)cc1 (stereo unspecified),-0.4,2,-0.1,-6
CCCC1CCC(c2ccc(OCC)cc2)CC1 (stereo unspecified),0.9,2,0.0,-12
CC1(C)CC(NC(=O)COc2ccc3ccccc3c2Br)CC(C)(C)N1,-1.1,-2,-0.1,-4
COc1ccc(NS(C)(=O)=O)cc1N1CCCCC1=O,-0.5,12,-0.1,4
Cc1ccc(S(=O)(=O)N2CCN(c3ccc([N+](=O)[O-])cc3)CC2)cc1,0.2,9,0.0,0
CC(=O)OC[C@H]1O[C@H](C/C=N/O[C@@H](C)c2cn([C@H](CO)Cc3ccccc3)nn2)C=C[C@@H]1OC(C)=O,0.8,15,-0.1,·
COc1ccc(OC)c(C(C)NC(=O)c2ccccc2Cl)c1 (stereo unspecified),15*,11,0.1,5
O=C(Nc1ccc2c(c1)CN(C(=O)c1cn3ccsc3n1)CC2)c1ccccc1Cl,0.4,-1,0.0,-7

Just MITF inh and GPR151 ag (two entries from above):
molecule	MITF inh	GPR151 ag
CCCC1CCC(c2ccc(OCC)cc2)CC1 (stereo unspecified)	2	0.9
CC1(C)CC(NC(=O)COc2ccc3ccccc3c2Br)CC(C)(C)N1	-2	-1.1

Other records follow.
SMILES,GPR151 ag,MITF inh,FBW7 activator,TEAD-YAP block
COc1ccccc1-n1c(SCc2ccncc2)nc2c(sc(=S)n2CCc2ccccc2)c1=O,0.1,17,0.1,6
CC(=O)c1ccc(OCCn2cnc3c(N)ncnc32)cc1,-1.1,19,-0.1,-28
CCN(c1ccccc1)S(=O)(=O)c1ccc(OC)c(NC(=O)c2ccccc2OC)c1,3.5,11,0.2,10
O=C(Nc1nc2ccc(Br)cc2s1)c1ccccc1O,-0.1,-2,-0.1,-5
COc1ccc(/C=N/NC(=O)COc2ccccc2[N+](=O)[O-])cc1O,-0.3,4,0.1,-6
COCCn1nnnc1C(c1ccccn1)N1CCc2ccccc2C1 (stereo unspecified),1.7,-2,-0.2,6
COC(=O)c1sc2cc([N+](=O)[O-])cc(Sc3ccccc3)c2c1N,0.1,-1,0.0,1
COc1ccc(OC)c(-c2csc(N3C(=O)CCC3=O)n2)c1,-0.1,8,0.0,7
Cc1oc(-c2ccccc2)nc1CS(=O)CC(=O)NCCN(C)C (stereo unspecified),0.7,-8,0.0,1
CCOc1ccc(OCC)c(NC(=O)CCCN2C(=O)c3cccnc3C2=O)c1,-0.4,-5,-0.1,-2
Nc1c([N+](=O)[O-])c(Nc2ccccc2)nc(Nc2ccccc2)c1[N+](=O)[O-],-0.4,12,0.1,-2
COc1ccc(Cn2c(C(=O)O)c(CNCCc3ccccc3)c3ccccc32)cc1,0.5,-4,0.1,16
CC(C)OP(=O)(OC(C)C)C1(O)C(=O)Nc2ccccc21 (stereo unspecified),1.4,-8,0.0,-2
CCc1ccc(-n2c(C)c(C)n3c4c(=O)[nH]c(=O)n(C)c4nc23)cc1,-0.6,-6,0.0,-1
CCOC(=O)/C(C#N)=C/c1cn(C(=O)c2ccncc2)nc1-c1ccccc1,0.2,8,0.1,5
C/C=C/c1ccc(OC(C)=O)c(OC)c1,1.8,18,0.6,-8
O=C(Cc1ccccc1)Nc1ccnn1C1CCN(C2Cc3ccccc3C2)CC1,-1.8,3,-0.2,2
O=C(CSc1ccc(-c2ccccn2)nn1)Nc1ccc(Br)cc1,0.5,4,-0.1,-6
Cc1ccc2c(c1)-c1c(cnn1CC(=O)Nc1ccccc1N1CCN(C)CC1)CO2,0.2,-7,-0.1,-17
O=C(CSc1nc2ccccc2c(=O)n1CCC1=CCCCC1)c1ccc(Cl)cc1,-0.1,-12,-0.1,-18
CC12CC(NC(=S)N1)c1ccccc1O2 (stereo unspecified),1.2,2,-0.1,-8
O=C1NCCN(Cc2cccc3ccccc23)C1CC(=O)N1CCOc2ccccc2C1 (stereo unspecified),1.4,14,0.0,-5
COC(=O)c1cc(NC(=S)NCCCN2CCOCC2)cc(C(=O)OC)c1,-1.2,-5,0.3,1
COc1ccc2[nH]c(C)c(CCN3C(=O)C4C5C=CC(C5)C4C3=O)c2c1 (stereo unspecified),-0.3,-9,-0.1,4
O=C(CSc1nc2c(sc(=S)n2Cc2ccco2)c(=O)n1-c1ccc(F)cc1)NCCc1ccccc1,0.2,-3,0.0,-13
Cc1ccc(NC(=O)CN2CCC(C(=O)NCc3ccccn3)CC2)cc1,-0.4,4,0.0,-2
O=C(Cn1cc(NC(=O)CSc2ccccc2)cn1)NCCc1ccc(O)cc1,-1.0,-19,-0.1,-8
Cc1cc(C(=O)NCC(=O)OCCOc2ccc(Br)cc2)ccc1[N+](=O)[O-],0.6,-9,0.0,-2
C=CCN1CCN(c2c(Cl)cccc2NC(=O)c2cccc(C#N)c2)CC1,1.1,-4,0.1,-6
CCOc1ccc(-n2c(SCC(=O)NCc3ccco3)nc3c(sc(=S)n3-c3ccccc3)c2=O)cc1,-0.6,3,0.0,1
O=C(Nc1ccc(Cl)c(Cl)c1)c1ccc(F)c(S(=O)(=O)NCc2ccccc2Cl)c1,0.5,-11,0.1,-9
O=C1/C(=C\c2ccc(OCc3cccc4ccccc34)cc2)SC(=NCc2ccccc2)N1Cc1ccccc1,-0.8,9,0.0,-3
Cc1ccc(C(C)C)c(Oc2cc(Cl)ccc2NC(=O)c2cc(Br)cc(Br)c2O)c1,2.7,2,-0.2,7
C#CCOc1c(Cl)cc(C=C2C(=O)NC(=O)NC2=O)cc1Cl,-0.2,10,-0.7,3
Cc1cc(NCc2ccc3c(c2)OCO3)n2c(n1)nc1ccccc12,1.0,-4,-0.1,-1
CN1C(C(=O)N2CCN(Cc3ccccc3)CC2)=CC(c2ccco2)=NS1(=O)=O,0.6,-2,-0.1,5
COCCN1C2=C(C(=O)CC(C)(C)C2)C(c2ccc(O)c(Br)c2)C2=C1CC(C)(C)CC2=O,2.2,21,0.0,7
Cc1nnc(SCC(=O)Nc2ccccc2C#N)s1,-1.6,17,0.7,-5
O=C(CCCn1c(SCC(=O)c2ccc(F)cc2)nc2ccccc2c1=O)NCc1ccccc1,0.0,-4,-0.1,5
Cc1nc2c(C(=O)NC3CCCCC3)cnn2c(C)c1Cc1ccccc1Cl,-0.7,11,0.1,2
COc1ccc(-c2nnc(-c3ccccc3)n2-c2ccccc2)cc1,-0.2,4,0.2,3
CCOC(=O)c1sc(=NC(=O)c2cc(Cl)sc2Cl)n(C)c1C,-0.5,-5,0.5,-13
FC(F)(F)c1cccc(-n2cc(-c3ccccc3)c3c(NCCN4CCOCC4)ncnc32)c1,1.3,2,0.1,10
Cc1nn(-c2ccccc2)c(C)c1CC(=O)N1CCC[C@@H]2CN(C(=O)C(C)C)CC[C@H]21,0.1,0,0.1,-3
COc1cccc(C(=O)CSc2nnnn2C)c1,-1.0,-4,-0.3,6
O=C(CSc1nnc2n(C3CCCCC3)c(=O)c3ccccc3n12)Nc1nccs1,0.6,22,0.8,7
CC1CCc2c(sc(NC(=S)NC(=O)c3ccccc3Br)c2C(N)=O)C1 (stereo unspecified),-1.0,4,0.0,-11
O=C(CN1CCC(NC(=O)c2ccc(F)cc2)CC1)Nc1ccc2c(c1)OCCO2,-1.0,3,0.0,-3
Cn1c(SCC(=O)Nc2ccccc2Cl)nnc1-c1cccc([N+](=O)[O-])c1,2.2,8,0.0,12
CCn1c2ccccc2c2cc(/C=N/Nc3n[nH]c(=O)[nH]c3=O)ccc21,0.0,6,-0.1,6
CC1CCN(C(=O)Nc2ccccc2)CC1,1.2,-1,0.0,-12
N=C1/C(=C/c2ccc(-c3ccc(C(=O)O)cc3)o2)C(=O)N=C2SC(COc3ccccc3)=NN12,-0.9,-3,-0.2,-4
Cc1ccc(-n2[nH]c(C)c(C=Nc3ccccc3N=Cc3c(C)[nH]n(-c4ccc(C)c(C)c4)c3=O)c2=O)cc1C,-1.8,-5,0.1,-65
CC1CCN(Cc2nc(NCC3CCCO3)c3ccc(Cl)cc3n2)CC1 (stereo unspecified),-0.5,-5,-0.1,8
CCc1ccc(OCC(=O)NNCC(=O)Nc2ccc(OC)cc2)cc1,-0.7,-8,0.0,2
Cc1noc(C)c1CN1C(=O)NC(Cc2ccccc2)(Cc2ccccc2)C1=O,0.2,-9,-0.2,-6
CC(=O)Oc1ccc(/C=C/c2noc(-c3ccccc3O)n2)cc1,0.3,9,-0.1,-8
O=C(NCCCN1CCCCC1)Nc1cccc(Cl)c1,-0.5,17,0.1,4
CCC(C)NC(=O)c1cn(-c2ccc(Cl)cc2)c(=O)c2ccccc12 (stereo unspecified),-0.2,16,0.1,-4
CCOC(=O)c1c(NC(=O)C2CC(=O)OC23CCCCC3)sc2c1CCCCC2 (stereo unspecified),-1.2,-14,0.1,-3

Reprinted at random: 6 compounds from above.
SMILES,GPR151 ag,MITF inh,FBW7 activator,TEAD-YAP block
Cc1ccc(-n2[nH]c(C)c(C=Nc3ccccc3N=Cc3c(C)[nH]n(-c4ccc(C)c(C)c4)c3=O)c2=O)cc1C,-1.8,-5,0.1,-65
CCc1ccc(OCC(=O)NNCC(=O)Nc2ccc(OC)cc2)cc1,-0.7,-8,0.0,2
CCn1c2ccccc2c2cc(/C=N/Nc3n[nH]c(=O)[nH]c3=O)ccc21,0.0,6,-0.1,6
Cn1c(SCC(=O)Nc2ccccc2Cl)nnc1-c1cccc([N+](=O)[O-])c1,2.2,8,0.0,12
CC(=O)Oc1ccc(/C=C/c2noc(-c3ccccc3O)n2)cc1,0.3,9,-0.1,-8
CCOC(=O)c1c(NC(=O)C2CC(=O)OC23CCCCC3)sc2c1CCCCC2 (stereo unspecified),-1.2,-14,0.1,-3

Next records.
SMILES,GPR151 ag,MITF inh,FBW7 activator,TEAD-YAP block
CC(C)(C)OC(=O)N1CCC(Nc2nccc(-c3ccc(S(C)(=O)=O)cc3)n2)CC1,2.7,-3,0.1,-15
CCOC(=O)c1c(NC(NC(=O)c2ccccc2OC)(C(=O)OC)C(F)(F)F)sc(CC)c1-c1ccccc1 (stereo unspecified),2.2,4,0.0,1
COc1cc(C2C(C#N)=C(N)Oc3n[nH]c(C)c32)ccc1OCc1ccccc1 (stereo unspecified),-1.1,25,0.2,-23
COc1ccc(-c2nc3ccc(C(=O)NC4CCCCC4)cc3nc2-c2ccc(OC)cc2)cc1,1.2,2,-0.1,1
C/C(=C\c1ccccc1)CN1CCC(C(=O)NC(C)C)CC1,5.1*,44,0.1,10
C=CCn1cc(/C=C2/C(=O)N(CCOC)C(=O)N(c3ccccc3)C2=O)c2ccccc21,-2.3,25,0.8,-8
O=C(CN1CCN(CC(=O)Nc2ccccc2Cl)CC1)Nc1ccc2c(c1)OCO2,0.7,1,-0.1,25
CC(NC(=O)C(NS(=O)(=O)c1cccc2cccnc12)c1ccccc1)c1ccccc1 (stereo unspecified),-0.3,4,0.0,9
CCCCOC(=O)C1=C(C)NC(=O)NC1c1ccc(OC)c(Br)c1 (stereo unspecified),1.0,3,0.0,0
O=C1CCCN1C(=O)CSc1nc(-c2ccccc2)cs1,-3.2,2,0.0,-3
CC(=O)c1ccc(OCCCC(=O)Nc2ccc(S(=O)(=O)N3CCCC3)cc2)cc1,-0.6,13,0.7,4
O=C(N/N=C/c1ccc(O)c(O)c1)C12CC3CC(CC(C3)C1)C2,-0.9,0,-0.3,-27
O=C(/C=C/c1ccco1)NC(=S)Nc1ccccc1N1CCOCC1,-0.5,15,-0.1,-8
Cc1ccc(NC(=O)CSc2nc3ncnc(N)c3[nH]2)cc1C,-0.8,11,0.1,-1
O=C(CN1Cc2ccccc2C1=O)Nc1ccc(F)c(Cl)c1,0.1,0,0.6,-13
CC(C)CCN1CCN(Cc2cn[nH]c2-c2ccccc2)CC1CCO (stereo unspecified),1.2,-9,0.1,-1
